Assay outcomes deposited in PubChem BioAssay by National Center for Advancing Translational Sciences (NCATS).
Epigenetic reg: Quantitative High-Throughput Screen for Regulators of Epigenetic Control; murine LDR cells, GFP reporter derepression, 30 h; Potency, µM (doses to about 53.9 µM), without a hit: at the top dose GFP activation, usual class: activators; hit rate 0.2% among 280,000; AID 1865, 2009; active = well fitted activation curve with a large enough effect; inconclusive = small, poorly fitted or top-dose-only effect; also: % of control where 0% means no effect; nearly all actives have a fitted effect of over 60% in size
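In this reporter-derepression format, murine cells bearing a silenced integrated CMV-GFP locus incubate with test compound (30 h, 37 C), then are washed and imaged; fluorescent objects of 20–120 um count as induced cells.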
An asterisk follows results filed as active; ? = inconclusive. Potency is read from the fitted curve at half-maximal effect. Some of the compounds tested (hit frequency here may not be typical).

SMILES	Epigenetic reg
Cc1ccc(Cl)cc1N1CCN(C(=O)c2cnn(-c3ccc(Cl)cc3)c2C2CCNCC2)CC1	-1.0%
CCOc1ccc(-c2nc3c(c(SCC(=O)N4CCCCC4)n2)Cc2cc(C)ccc2O3)cc1	-3.0%
Cc1ccc(CSc2cn(CC(=O)N3CCCC3)c3ccccc23)cc1	5.5%
COc1ccccc1Nc1nn2c(=O)c3ccc(C(=O)N4CCCCC4)cc3nc2s1	1.2%
Cn1c(/C(C#N)=C/c2ccccc2Br)nc2ccccc21	?
COc1cccc(Cn2c(NCc3ccc(C)cc3)nc3c2c(=O)n(C)c(=O)n3C)c1	0.0%
CC1CCN(c2oc(-c3cccs3)nc2S(=O)(=O)c2ccc(Cl)cc2)CC1	2.8%
Cc1ccc(N2C(=O)C(CC(=O)Nc3ccccc3)N(CCC3=CCCCC3)C2=O)cc1 (stereo unspecified)	4.3%
CCC1CCCCN1CC(=O)Nc1cc(C)c2c(=O)oc3ccccc3c2n1 (stereo unspecified)	-1.0%
Cc1cc(C)c2c(=O)cc(C(=O)Nc3ccccc3C(F)(F)F)oc2c1	13.0%
CCOC(=O)N1CCc2c(sc3c2c(=O)n(-c2ccc(CC)cc2)c(=O)n3Cc2cccc(OC)c2)C1	1.6%
Cc1ccc(NC(=O)CCn2nc(C)c3c(C)n(-c4ccccc4)nc3c2=O)cc1Cl	9.8%
Cc1cc(C)n(-c2nc3cc(Cl)ccc3nc2Nc2ccc(CC(=O)O)cc2)n1	-0.6%
CCOc1ccc(NC(=O)C(=O)NCc2ccco2)cc1	-0.8%
COc1cc(NC(=O)Cn2c(=O)n(Cc3ccccc3OC)c(=O)c3cccnc32)cc(OC)c1	2.7%
CCCN1CCN(CCNC(=O)Nc2cc(Cl)c(OC)cc2OC)CC1	-1.3%
CCCc1nnc(NC(=O)Nc2ccccc2Cl)s1	-1.4%
COc1ccc(-c2cc(C)no2)cc1S(=O)(=O)Nc1c(C)cc(C)cc1C	2.7%
CCOc1ccc(C(c2c(C)[nH]n(-c3ccccc3)c2=O)c2c(C)[nH]n(-c3ccccc3)c2=O)cc1OC	0.1%
O=C(Nc1cccc(C(F)(F)F)c1)c1cccc(C(=O)Nc2cccc(C(F)(F)F)c2)c1	-1.6%

Brought forward from above: two compounds, then new ones.
SMILES	Epigenetic reg
CCOc1ccc(C(c2c(C)[nH]n(-c3ccccc3)c2=O)c2c(C)[nH]n(-c3ccccc3)c2=O)cc1OC	0.1%
O=C(Nc1cccc(C(F)(F)F)c1)c1cccc(C(=O)Nc2cccc(C(F)(F)F)c2)c1	-1.6%
COC(=O)c1cc2sccc2n1CC(=O)Nc1ccc(C)cc1C	12.2%
COc1cccc(C(=O)Nc2nc(-c3nnn(-c4ccccc4C(F)(F)F)c3C)ns2)c1	4.2%
COc1ccc(CNC(=O)Nc2cn(CC(C)C)c(=O)c3ccccc23)c(OC)c1	5.0%
Cc1ccc(C)c(NC(=O)C2CCCN(S(=O)(=O)c3c(C)noc3/C=C/N(C)C)C2)c1 (stereo unspecified)	-4.4%
CC(C)CN(CC(C)C)c1nnc(NC(=O)Nc2cccc(C(F)(F)F)c2)s1	-6.0%
CCN1CCOC(=O)C1CC(=O)Nc1ccc(Br)cc1 (stereo unspecified)	0.0%
COc1cccc(-c2nc3c(c(SCC(=O)Nc4cc(C)ccc4C)n2)Cc2c(CO)cnc(C)c2O3)c1	-1.4%
COc1ccc(C(=O)c2cn(Cc3ccccc3)c3ccccc3c2=O)cc1OC	2.2%
Cc1ccc(NC(=O)CN2C(=O)C(c3ccc(C)cc3)=NC23CCCCCC3)cc1	-4.1%
CN1CCN(C(=O)c2ccc3c(c2)N(Cc2ccc(Cl)cc2)C(=O)c2ccccc2S3(=O)=O)CC1	-1.1%
Cc1ccc2c(c1)N(C(=O)CCC(=O)Nc1ccc(F)cc1F)CC(C)O2 (stereo unspecified)	-3.4%
CCc1ccccc1Nc1nc2ccccc2n2cnnc12	0.3%
Cc1ccccc1CNC(=O)CCCn1c(=O)c2cccn2c2cccnc21	-0.3%
O=C(CSc1nc(-c2ccccc2)nc2c1CCCC2)c1ccc(F)cc1	1.8%
CC(C)CSc1ccccc1NC(=O)c1sc2nc(-c3ccncc3)ccc2c1N	?
Cc1ccc(O)c(Nc2nc3ccccc3c3nncn23)c1	1.5%
CCOC(=O)c1cccc(NC(=O)CN2C(=O)CC(C)(C)Sc3ccccc32)c1	1.4%
CN(C)c1ccc(CNC(=O)C2CCN(C(=O)c3ccc(-n4ccc5ccccc54)s3)CC2)cc1	?
CCOC(=O)c1cccc(NC(=O)C2CCCN(S(=O)(=O)c3ccc4c(c3)oc(=O)n4C)C2)c1 (stereo unspecified)	11.0%
CC(C)(C)c1ccc(C(=O)Nc2ccc(-c3nc4ccccc4o3)c(O)c2)cc1	?

Sorted by value in Epigenetic reg (ascending): 4 of the compounds above
SMILES	Epigenetic reg
Cc1ccc(C)c(NC(=O)C2CCCN(S(=O)(=O)c3c(C)noc3/C=C/N(C)C)C2)c1 (stereo unspecified)	-4.4%
Cc1ccc2c(c1)N(C(=O)CCC(=O)Nc1ccc(F)cc1F)CC(C)O2 (stereo unspecified)	-3.4%
Cc1ccc(O)c(Nc2nc3ccccc3c3nncn23)c1	1.5%
COc1ccc(C(=O)c2cn(Cc3ccccc3)c3ccccc3c2=O)cc1OC	2.2%

Among those listed so far, these contain fluorine.
SMILES	Epigenetic reg
Cc1cc(C)c2c(=O)cc(C(=O)Nc3ccccc3C(F)(F)F)oc2c1	13.0%
O=C(Nc1cccc(C(F)(F)F)c1)c1cccc(C(=O)Nc2cccc(C(F)(F)F)c2)c1	-1.6%
COc1cccc(C(=O)Nc2nc(-c3nnn(-c4ccccc4C(F)(F)F)c3C)ns2)c1	4.2%
CC(C)CN(CC(C)C)c1nnc(NC(=O)Nc2cccc(C(F)(F)F)c2)s1	-6.0%
Cc1ccc2c(c1)N(C(=O)CCC(=O)Nc1ccc(F)cc1F)CC(C)O2 (stereo unspecified)	-3.4%
O=C(CSc1nc(-c2ccccc2)nc2c1CCCC2)c1ccc(F)cc1	1.8%

Remaining list, next part:
SMILES	Epigenetic reg
CC(C)Cc1ccc(S(=O)(=O)N2CCN(Cc3noc(CCC(=O)N4CCCCC4)n3)CC2)cc1	0.8%
CCCCSCCCNC(=O)C1CCN(Cc2nc(-c3cccc(Br)c3)oc2C)CC1	5.6%
CCOC(=O)c1ccc(NC(=O)C2CC(=O)NC(=Nc3ccc(C)c(C)c3)S2)cc1 (stereo unspecified)	6.6%
COc1ccc(NC(=O)CSc2nc3ccncc3[nH]2)c(OC)c1	-5.3%
Cc1ccc(NC(=O)Cn2cc(S(=O)(=O)N3CCC(C)CC3)c3ccccc3c2=O)c(Br)c1	5.9%
COc1cccc(-c2cc(C(=O)NCc3ccccc3)no2)c1	-0.9%
Cc1ccc2cc3cc(C(=O)N4CCN(c5cccc(C(F)(F)F)c5)CC4)sc3nc2c1	4.0%
Cc1ccc(NC(=O)c2cc(S(=O)(=O)N3CCCC3)c[nH]2)c(C)c1	2.1%
CC1=C(C(=O)N2CCN(c3ccc(Cl)cc3)CC2)C2(CCC(C)CC2)OC1=O (stereo unspecified)	-1.1%
Cc1ccc(/C=C(\C#N)c2nc3ccccc3c(=O)[nH]2)cc1	2.4%
COc1cc2c(cc1NC(=O)COc1cc(C)ccc1C)oc1ccccc12	-0.8%
CCN(CC)CCNC(=O)Cn1cnc2sc(C)c(S(=O)(=O)N3CCN(c4ccccc4OC)CC3)c2c1=O	0.1%
O=[N+]([O-])c1cc(-c2nc(-c3ccco3)no2)ccc1NCc1ccccc1	1.0%
Cc1ccc2oc3c(c(=O)c2c1)C(c1ccc(OCC(N)=O)cc1)N(Cc1ccc2c(c1)OCO2)C3=O (stereo unspecified)	-0.1%
O=C(NCCCc1nc2ccccc2n1Cc1ccccc1F)c1ccco1	1.9%
CSc1nnc(NC(=O)c2cc(=O)c3cc(C)c(C)cc3o2)s1	0.0%
Cc1cccc(CSc2nc3ccncc3n2Cc2ccc(C(=O)O)cc2)c1	0.0%
COc1ccc(C2CC(=O)Nc3c2c(C)nn3-c2nncc(-c3ccccc3)n2)c(OC)c1OC (stereo unspecified)	-3.3%
Cc1ccc(S(=O)(=O)c2cn(CC(=O)Nc3ccc4c(c3)OCO4)c3ccc(C)cc3c2=O)cc1	-3.7%
COc1ccc(-c2oc3ncn4nc(COc5ccc(C)cc5)nc4c3c2-c2ccc(OC)cc2)cc1	-1.6%
COc1ccc(/C=C(\C#N)c2nc(-c3cc4ccccc4oc3=O)cs2)cc1OC	6.4%
O=C1CC(c2cccc(O)c2)c2cc3c(cc2N1)OCO3 (stereo unspecified)	0.7%
C=Cc1ccc(Cn2c(=O)n(-c3ccc(C)cc3)c(=O)c3c2c2cc(OC)ccc2n3C)cc1	6.8%
CCOc1ccc(C(=O)c2oc3ccccc3c2NC(=O)Cc2coc3ccc(CC)cc23)cc1	-0.8%
CCCCCOc1ccc(Cn2c(=O)oc3ccccc32)cc1	-2.0%
COc1ccc(-c2noc(CCC(=O)Nc3ccc(C(F)(F)F)cc3)n2)cc1	0.4%
CC(=O)c1ccc(NC(=O)C2CCC(CNS(=O)(=O)c3cccc4nsnc34)CC2)cc1 (stereo unspecified)	-1.1%
Cc1cc(=O)n2nc(N3CCC(C(=O)NCc4ccccc4Cl)CC3)sc2n1	-4.0%
CCc1ccc(NC(=O)CSc2nc3c(c(=O)[nH]2)CN(Cc2ccc4c(c2)OCO4)CC3)cc1	-4.5%
CCOc1ccc(CCNC(=O)c2cc3c(-c4ccccc4F)nn(C)c3s2)cc1	8.7%
COc1ccccc1CNC(=O)c1cccn1-c1nnc(N2CCCC2)s1	-4.1%
COCCCNC(=O)c1ccc2c(c1)N=C(C)c1c(C)ccc(C)c1S2	?
CC1Cc2cc(S(=O)(=O)CCC(=O)Nc3ccc(F)cc3)ccc2N1C(=O)C1CC1 (stereo unspecified)	2.4%
Clc1ccc(N2CCN(Cc3nnc(-c4ccc5c(c4)OCO5)o3)CC2)cc1	3.1%
Cc1ccc(NC(=O)c2ccc3c(=O)n4nc(Nc5ccccc5C)sc4nc3c2)cc1C	-3.4%
Cc1cc(NC(=O)c2cccn2-c2nnc(N3CCCCC3)s2)ccc1Br	1.2%
Cc1ccc(-c2nn(-c3ccccc3)c3c2cnc2ccccc23)cc1C	0.2%
CCCc1cc(=O)[nH]c(Nc2cc(C)ccc2OC)n1	0.0%
CCNc1sc(S(C)(=O)=O)nc1S(=O)(=O)c1ccc(C)cc1	0.2%
CNc1c(NC(=O)c2ccc(OC)c(OC)c2)c(=O)oc2ccccc12	6.2%
O=C(Nc1ccc(OC(F)(F)F)cc1)C(Cc1ccccc1)NS(=O)(=O)c1cccc2nsnc12 (stereo unspecified)	-0.9%
CC(=O)c1ccc(NC(=O)c2ccc(-c3nc(CSc4ccccc4)c(C)o3)cc2)cc1	5.4%
CCCOc1ccc(N2CC(C(=O)Nc3cccc(Cl)c3Cl)CC2=O)cc1 (stereo unspecified)	0.8%
CCc1cccc(NC(=O)COc2cc(=O)n(CC)c3ccccc23)c1	0.0%
COc1cccc(NC(=O)Cn2c(=O)n(-c3ccc(C)cc3)c(=O)c3ccc(C(=O)NCc4ccco4)cc32)c1	9.4%
CCOc1ccc(CCn2c3c(c(=O)[nH]c2=O)C(NC(=O)c2cccc(F)c2)(C(F)(F)F)C(=O)N3)cc1OCC (stereo unspecified)	0.0%
Cc1ccccc1NC(=O)/C(C#N)=C/c1ccc(Cl)cc1Cl	1.1%
CC(=O)c1ccc(NS(=O)(=O)c2ccc(Br)s2)cc1	0.0%
O=C(Cn1ncc2c3ccccc3n(Cc3ccccc3)c2c1=O)NCc1cccs1	-3.0%
Cc1ccc(OCCSc2nc3ccccc3n2CC(=O)NC(C)C)cc1	-0.5%
COCCNC(=O)c1nn(-c2ccc(C)cc2)c(=O)c2c1c1ccccc1n2C	4.9%
Cc1ccc(C)c(Nc2nnc(-c3ccc(C)c(S(=O)(=O)N4CCCCC4)c3)c3ccccc23)c1	-1.6%
COc1ccccc1C(=O)N(Cc1nc(-c2cccc(C)c2)no1)C(C)C	-1.1%
O=C(CSc1nc2ccccc2n1Cc1ccccc1)N1CCN(c2ccc(F)cc2)CC1	?
CC(=O)Nc1ccccc1-c1nc2ccccc2n(CC(=O)Nc2cccc(C(F)(F)F)c2)c1=O	0.0%
O=C(NCCc1ccccc1)c1ccc(Cn2c(=O)c3cccn3c3cccnc32)cc1	11.7%
CCCN(C(=O)c1cc2c(=O)[nH]c3ccc(C)cc3c2s1)c1ccc(CC)cc1	0.0%
Cc1cccc(C)c1OCC(=O)N(Cc1ccco1)Cc1ccco1	-2.6%
CCN(c1ccccc1)S(=O)(=O)c1ccc(NC(=O)c2nc(S(C)(=O)=O)ncc2Cl)cc1	-1.3%
COC(=O)CN1C(=O)CSc2ccc(S(=O)(=O)Nc3cc(C)ccc3C)cc21	1.3%

Further records.
SMILES	Epigenetic reg
COc1ccc2c(c1)c1c(c(=O)n(-c3ccc(F)c(Cl)c3)c(=O)n1Cc1cccc(C)c1)n2C	-1.6%
CCC(=O)Nc1ccc(CC)cc1-c1nc2ccccc2n(CC(=O)Nc2cccc(OC)c2)c1=O	-1.9%
Cc1ccc(C)c(CN2C(=O)c3ccccc3S(=O)(=O)c3ccc(C(=O)NCc4ccccc4)cc32)c1	1.9%
COc1ccc(OCCCn2c(=O)oc3ccc(C)cc32)cc1	-1.3%
COc1cc(C(CC(=O)NCc2ccccc2Cl)N2Cc3ccccc3C2=O)cc(OC)c1OC (stereo unspecified)	4.1%
Cc1cccc2cc(-c3nc(-c4cccs4)no3)c(=O)oc12	2.7%
CCCc1nc2sc3c(N4CCCCC4)ncnc3c2c2c1CCCC2	0.3%
O=C(NCC1(c2ccccc2)CCCC1)C(=O)Nc1cccc(C(F)(F)F)c1	8.0%
CC(=O)N1c2ccccc2C(=O)C1N1CCN(c2ccccc2F)CC1 (stereo unspecified)	1.9%
CCc1ccc(NC(=O)C(Cc2ccccc2)NS(=O)(=O)c2ccc3c(c2)CCN3C(C)=O)cc1 (stereo unspecified)	2.4%
